Bioassay records from PubChem BioAssay.
TRPC6 inhibitor = mouse TRPC6 channel inhibitors, primary screen, cell-based, HEK293, membrane potential dye. Short transient receptor potential channel 6 (Mus musculus), Q61143. ACh-evoked depolarization; stronger effect = lower value. B-score at 10 µM. 310,000 compounds, 1.1% hits. AID 2553, 2010;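 active = B-score under library mean minus 3 SD, initial fluorescence not abnormally high, positive integrated signal ratio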;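 also: B-score derived from integrated fluorescence ratio over the kinetic read; more negative B-score means stronger inhibition of depolarization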
TMEM16A act = TMEM16A chloride channel activators or potentiators, primary screen, cell-based, HTS; Anoctamin-1 (Mus musculus), Q8BHY3; B-score at 10 µM; 340,000 compounds, 0.3% hits; HEK293 TMEM16A/YFP-H148Q/I152L, iodide quench fluorescence; stronger effect = lower value;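 active = fluorescence-ratio B-score plate-corrected deviation score at least 3 library SD below zero, with starting fluorescence score within 5 deviations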;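 also: channel opened by trigger with iodide after compound preincubation; score built on the fluorescence ratio of max minus min over baseline; more negative score means more quench and so TMEM16A activation or potentiation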
TMEM16A inh = TMEM16A chloride channel inhibitors, primary screen, cell-based, HTS; HEK293 TMEM16A/YFP iodide influx fluorescence, ionomycin; normalized B-score (activity score, 25-100; higher = stronger inhibition) at 10 µM; 310,000 compounds, 1.2% hits; AID 588511, 2011;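 active = ratio plate-corrected score three or more library SD toward inhibition, starting fluorescence score within five deviations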;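 also: score derived from kinetic fluorescence span divided by baseline fluorescence per well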
MrgX1 ag = agonists of human MrgX1 receptor, primary screen, HEK293 cells, Fluo-4 calcium flux; Mas-related G-protein coupled receptor member X1 (Homo sapiens), Q96LB2; Fluo-4 calcium fluorescence, agonist mode; stronger effect = higher value; B-score at 10 µM; 310,000 compounds, 0.44% hits;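 active = calcium response B-score plate-corrected fluorescence ratio at least 3 library SD, with starting fluorescence B-score inside 5 SD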
Target sequence (Q96LB2 whole entry, looked up): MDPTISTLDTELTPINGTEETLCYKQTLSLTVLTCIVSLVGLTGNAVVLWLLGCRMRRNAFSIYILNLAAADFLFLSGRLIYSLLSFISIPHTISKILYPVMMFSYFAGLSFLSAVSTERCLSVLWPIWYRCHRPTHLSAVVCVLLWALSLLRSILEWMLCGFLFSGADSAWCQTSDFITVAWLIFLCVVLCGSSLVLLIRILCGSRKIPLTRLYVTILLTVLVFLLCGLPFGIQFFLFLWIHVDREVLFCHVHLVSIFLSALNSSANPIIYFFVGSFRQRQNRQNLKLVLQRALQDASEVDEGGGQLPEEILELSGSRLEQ
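Test system: HEK293 cells stably expressing human MrgX1 receptor; amount: 15,000 cells per well; doses: compound delivered in addition one of three; times: overnight plating before 1 h dye loading; detection: Fluo-4 NW calcium-flux fluorescence, kinetic read; read-out basis: B-scored fluorescence response ratio; controls: positive and negative controls per plate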
TRPC4 PAM = positive allosteric modulators of TRPC4, primary screen, cell-based, mouse TRPC4beta, HEK293 mu-opioid, Fluo-4 calcium. DAMGO EC20, Fluo-4 Ca2+ flux; stronger effect = higher value. B-score at 10 µM. 310,000 compounds, 0.42% hits;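 active = B-score of calcium response area above 5 SD of library B-scores, with initial fluorescence ratio within 5 SD of library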;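 also: B-score of integrated fluorescence ratio over time as area under calcium response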
MrgX1 allo act = positive allosteric modulators of MrgX1, primary screen, HEK293 cells, Fluo-4 calcium flux. Mas-related G-protein coupled receptor member X1 (Homo sapiens), Q96LB2. 310,000 compounds, 0.63% hits. AID 588675, 2011. FDSS; stronger effect = higher value. B-score at 10 µM;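 active = plate-corrected calcium response at least 3 library SD above typical, normal starting fluorescence, not activating the receptor alone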;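 also: compound read alongside a low EC10 to EC30 dose of BAM8-22 agonist; peak minus trough fluorescence over baseline measured at the second addition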
RGS4 block = RGS4 inhibitors, primary screen, cell-based, HEK293 M3R inducible RGS4, calcium flux | AID 463165, 2010 | Fluo-4 calcium flux; stronger effect = higher value; triggered by carbachol at its EC20 | Regulator of G-protein signaling 4 (Homo sapiens), P49798 | 310,000 compounds, 0.45% hits | B-score at 10 µM;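 active = B-score, a plate-corrected calcium signal, over three deviations above library mean, with baseline fluorescence within five deviations of library mean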;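 also: RGS4 expression induced by doxycycline in cells with stable M3 receptor; B-score is computed from the integrated fluorescence ratio over baseline after carbachol; higher B-score means a larger calcium signal and so more RGS4 inhibition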
Target sequence (P49798 whole entry, looked up): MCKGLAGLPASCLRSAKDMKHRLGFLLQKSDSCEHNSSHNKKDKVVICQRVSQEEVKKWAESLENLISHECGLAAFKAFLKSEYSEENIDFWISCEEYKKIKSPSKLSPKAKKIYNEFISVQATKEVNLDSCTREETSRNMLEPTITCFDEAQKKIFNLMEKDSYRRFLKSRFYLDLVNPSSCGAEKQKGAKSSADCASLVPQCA
TRPC6 activator = mouse TRPC6 channel activators, primary screen, cell-based, HEK293, membrane potential dye; HEK293-TRPC6 membrane potential dye fluorescence; stronger effect = higher value; B-score at 10 µM; 310,000 compounds, 0.13% hits; AID 2550, 2010;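 active = B-score of the integrated fluorescence ratio above library mean plus 3 SD, and starting fluorescence ratio within library mean plus 5 SD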;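 also: higher score means more depolarization so channel activation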
MrgX1 antag = antagonists of human MrgX1 receptor, primary screen, HEK293 cells, Fluo-4 calcium flux; Mas-related G-protein coupled receptor member X1 (Homo sapiens), Q96LB2; BAM8-22 antagonism; stronger effect = lower value; B-score at 10 µM; 310,000 compounds, 1.3% hits;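 active = calcium-response B-score plate-corrected more than 3 library SD below zero, starting fluorescence within 5 deviations, no agonist response on first addition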;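 also: peak minus trough fluorescence over baseline after final BAM8-22 challenge near maximal dose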
TRPC4 block = inhibitors of mouse TRPC4 channel, primary screen, Fluo4 calcium, HEK293 TRPC4beta/mu-opioid cells; DAMGO-evoked Fluo4 calcium flux; stronger effect = lower value; Short transient receptor potential channel 4 (Mus musculus), Q9QUQ5; B-score at 10 µM; AID 2247, 2010; 300,000 compounds, 0.39% hits;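 active = B-score over 3 SD under the library average, no early fluorescence shift, positive overall ratio signal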
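Assay system: Stable TRPC4beta/mu-opioid receptor HEK293 cells | Reagent: DAMGO in two steps, submaximal then maximal | Compound dosing: Single concentration per test compound | Signal: Fluo4 Ca2+ flux fluorescence | Evaluation: Per-well B score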
TRPC4 act = activators of mouse TRPC4 channel, primary screen, Fluo4 calcium, HEK293 TRPC4beta/mu-opioid cells; Fluo4 calcium fluorescence; stronger effect = higher value; 310,000 compounds, 0.49% hits; Short transient receptor potential channel 4 (Mus musculus), Q9QUQ5; B-score at 10 µM; AID 2237, 2010;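 active = B-score above 5 SD of library B-scores, and initial fluorescence ratio not above library mean plus 5 SD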;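 also: positive B-score marks a calcium rise read as TRPC4 activation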
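System: HEK293 cells stably co-expressing mouse TRPC4beta and mu-opioid receptor; Schedule: Fluo4 dye loading 45 min at room temperature, 110 s recording; Detection: Fluo4 fluorescence, kinetic; Evaluation: B-scored integrated calcium fluorescence ratio; Controls: buffer (low) and maximal DAMGO (high).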
* hit, by the source's call; i = inactive; / = not tested or not shown.

SMILES	TRPC6 inhibitor	TMEM16A act	TMEM16A inh	MrgX1 ag	TRPC4 PAM	MrgX1 allo act	RGS4 block	TRPC6 activator	MrgX1 antag	TRPC4 block	TRPC4 act
CCOC(=O)c1ccc(NC2c3ccccc3C(=O)N2c2ccc(C)cn2)cc1 (stereo not given)	i	i	i	i	i	i	i	i	i	i	i
COc1ccc(C(CNc2ccc(C(F)(F)F)cn2)N(C)C)cc1OC (stereo not given)	i	i	i	i	i	i	i	i	i	-6*	i
O=[n+]1c2c(n([O-])c3c1CCC3)CCCC2	i	i	i	i	i	i	i	i	i	i	i
Cc1cc([N+](=O)[O-])ccc1N=Nc1c(N)[nH]n(-c2ccccc2)c1=O	i	i	i	i	i	i	i	i	i	i	i
O=C1c2ccc(Oc3ccc([N+](=O)[O-])cc3)cc2C(=O)N1CCO	i	i	i	i	i	i	i	i	i	i	i
CC(=O)c1ccc(OCCCC(=O)OCc2nnc(-c3ccc(Cl)cc3)o2)cc1	i	i	i	i	i	i	i	i	i	i	i
COc1cc(C(=O)N/N=C(\C)c2ccc3c(c2)OCO3)cc(OC)c1OC	i	i	i	i	i	i	i	i	i	i	i
Cc1ccc(-c2nc3ncccn3c2Nc2ccccc2C)o1	-5.8*	i	i	i	i	i	i	i	i	i	i
COC(=O)c1ccc(/C=N\n2c(C)nnc2C)cc1	i	i	i	i	i	i	i	i	i	i	i
O=C1c2ccncc2C(=O)N1CO	i	i	i	i	i	i	i	i	-5*	i	i
CCCCC(=O)Nc1ccc2c3c(cccc13)C(=O)N2CC	i	i	i	i	i	i	i	i	i	i	i
S=C(NCc1ccc2c(c1)OCO2)NCc1ccc2c(c1)OCO2	i	i	i	i	i	i	i	i	i	i	i
Cc1ccc2c(c1)N(CC(=O)NCc1cccnc1)C(=O)CO2	i	i	i	i	i	i	i	i	i	i	i
CCCCC1CC1C(=O)Nc1ccc(OC)c(OC)c1 (stereo not given)	i	i	i	i	i	i	i	i	i	i	i
CCCCSc1nsc(NC(C)=O)n1	i	i	i	i	i	i	i	i	i	i	i
CCOC(=O)c1c(NC(=O)C2C3C=CC(C3)C2(C)C(=O)O)sc2c1CCCC2 (stereo not given)	i	i	i	i	i	i	i	i	i	i	i
CC(=O)N1CCC(N(CCN2CCOCC2)C(=S)Nc2ccccc2C)CC1	i	i	i	i	i	i	i	i	i	i	i
Cc1ccc(C2SCC(=O)N2c2ccccc2)cc1 (stereo not given)	i	i	i	i	i	i	i	i	i	i	i
CCC(Sc1nc(C)cc(C)n1)C(=O)O (stereo not given)	i	i	i	i	i	i	i	i	i	i	i
CCOc1ccc(/C=C/C2=Cc3c(sc(NC(=O)CSc4n[nH]c(N)n4)c3C#N)C(C)(C)C2)cc1	i	i	i	i	17*	i	i	i	i	i	i
O=C(CCc1nnc(-c2ccc(-c3ccccc3)cc2)o1)NCCc1ccccn1	i	i	i	i	i	i	i	i	i	i	i
O=C(NCCC1=CCCCC1)c1ccc(-n2cncn2)c([N+](=O)[O-])c1	i	i	i	i	i	i	i	i	i	i	i
Cc1ccc(OCC(=O)N(Cc2ccco2)C2CCS(=O)(=O)C2)cc1 (stereo not given)	i	i	i	i	i	i	i	i	i	i	i
Cc1cc(C(=O)CN2C(=O)CCC2=O)c(C)n1Cc1ccccc1	i	i	i	i	i	i	i	i	i	i	i
Cc1ccc(-c2csc(NC(=O)C3CC=CCC3C(=O)O)c2C(=O)OC(C)C)cc1 (stereo not given)	i	i	i	i	i	7.3*	i	i	i	-5*	i
CN1c2ccccc2-c2nc3ccccc3n2C1c1ccncc1 (stereo not given)	i	i	i	i	i	i	i	i	i	i	i
CCOc1ccc(NC(=O)CN(C)S(=O)(=O)c2cccs2)cc1	i	i	i	i	i	i	i	i	i	i	i
O=C(O)CSCC(=O)N(Cc1ccccc1)c1nc(-c2ccccc2)c(-c2ccccc2)s1	i	i	100*	i	i	i	i	i	-4.7*	i	i
COCCN(CCOC)C(=O)N1CCOCC1	i	i	i	i	i	i	i	i	i	i	i
COc1ccc(OC)c(NC(=O)c2cn(C)c(=O)c3cc(OC)c(OC)cc23)c1	i	i	i	i	i	i	i	i	i	i	i
COc1cccc(-c2nnn(CC(=O)N3CCC(C)CC3)n2)c1	i	i	i	i	i	i	i	i	i	i	i
CC[C@@H]1[C@H]2CCCC(=O)N3CC[C@@H](C[C@@H]1OC(=O)Nc1ccccc1)[C@@H]23	i	i	i	i	i	i	i	i	i	i	i
COc1cccc(CN2CCCC(C(=O)Nc3ccc(-c4cscn4)cc3)C2)c1 (stereo not given)	i	i	i	i	i	i	i	i	i	i	i
CCOC(=O)c1nnc(-c2ccccc2)nc1N1CC(C)OC(C)C1 (stereo not given)	i	i	i	i	i	i	i	i	i	i	i
CC(=O)N1CCc2cc(S(=O)(=O)NCCC(=O)N3CCc4ccccc4C3)ccc21	i	i	i	i	i	i	i	i	i	i	i
Nc1[nH]c(=S)nc2nc(-c3ccccc3)c(-c3ccccc3)nc12	i	i	i	i	i	i	i	i	i	i	i

The final two compounds of the section above come first, to join the parts:
SMILES	TRPC6 inhibitor	TMEM16A act	TMEM16A inh	MrgX1 ag	TRPC4 PAM	MrgX1 allo act	RGS4 block	TRPC6 activator	MrgX1 antag	TRPC4 block	TRPC4 act
CC(=O)N1CCc2cc(S(=O)(=O)NCCC(=O)N3CCc4ccccc4C3)ccc21	i	i	i	i	i	i	i	i	i	i	i
Nc1[nH]c(=S)nc2nc(-c3ccccc3)c(-c3ccccc3)nc12	i	i	i	i	i	i	i	i	i	i	i
CSc1ccc(C(=S)N2CCN(Cc3ccccc3)CC2)cc1	i	i	i	i	i	i	i	i	i	i	i
COc1cccc(NC(=O)c2ccc(-n3cnnn3)cc2)c1	i	i	i	i	i	i	i	i	i	i	i
Cc1ccc(OCC(=O)NNC(=O)c2ccccc2OCc2c(C)noc2C)cc1	i	i	i	i	i	i	i	i	i	i	i
COc1ccccc1C(=O)NCc1ccc(-c2nc3ccccc3s2)cc1	i	i	i	i	i	i	i	i	i	i	i
Cc1[nH]n(-c2cccc(Cl)c2)c(=O)c1-c1ccccc1	i	i	i	i	i	i	i	i	i	i	i
CC(C)(C)OC(=O)[C@H](Cc1ccccc1)NC(=O)c1nc[nH]c1C(=O)NCC(=O)OCc1ccccc1	i	i	i	i	i	i	i	i	i	i	i
COc1ccccc1-c1c(C)nn2c(NCCN3CCCC3)cc(C)nc12	i	i	i	i	i	i	i	i	i	i	i
c1cn(C23CC4CC(CC(C4)C2)C3)cn1	i	i	i	i	i	i	i	i	i	i	i
Cc1ccc(C(=O)CC(=O)COc2ccc(Cl)cc2C)cc1	i	i	i	i	i	i	i	i	i	i	i
COc1ccc(-c2nc3ccccc3c(=O)n2CCOc2ccccc2C)cc1	i	i	i	i	i	i	i	i	-7*	i	i
CCOc1ccc(C(=O)NCC(=O)NCC(c2ccc(OC)cc2)N2CCCC2)cc1 (stereo not given)	i	i	i	i	i	i	i	i	i	i	i
CCn1c(CNC(=O)c2ccco2)nnc1SCC(=O)c1ccc(OC)cc1	i	i	i	i	i	i	i	i	i	i	i
COc1ccc(OCCCn2cc(/C=C3/C(=N)N4C=C(C)SC4=NC3=O)c3ccccc32)cc1	i	i	i	i	i	i	i	i	i	i	i
Cc1csc(NC(=O)CCC(=O)N(CC(=O)NC2CCCC2)c2ccccc2)n1	i	i	i	i	i	i	i	i	i	i	i
CCC1(C)OC(=O)NN(c2ccc(C)cc2)C1(C)O (stereo not given)	i	i	i	i	i	i	i	i	i	i	i
Cn1c(=O)c2[nH]c(N3CCN(c4ccccc4)CC3)nc2n(C)c1=O	i	i	i	i	i	i	i	i	i	i	i
CCOC(=O)C1=C(C)Nc2ccccc2N=C1NC(=O)c1ccc(Cl)c(S(=O)(=O)N2CCCC2)c1	i	i	i	i	i	i	i	i	i	i	i
CCN(CC)c1ccc(NC(=O)c2ccc3c(c2)OCO3)cc1	i	i	i	i	i	i	i	i	i	i	i
O=C(Nc1ccc2c(c1)OCCO2)c1c(F)c(F)c(F)c(F)c1F	i	i	i	i	i	i	i	i	i	i	i
CC1C(=O)C(C)C(c2cccc(Br)c2)NC1c1cccc(Br)c1 (stereo not given)	i	i	i	i	i	i	i	i	i	i	i
O=C(NCCNc1ccc([N+](=O)[O-])cc1)c1cccs1	i	i	i	i	i	i	i	i	i	i	i
O=C(COC(=O)CC(c1ccccc1)c1ccccc1)Nc1c(F)cccc1F	i	/	i	i	i	i	i	i	i	i	i
CCNC(=O)CCSc1nnc(-c2ccncc2)o1	i	i	i	i	i	i	i	i	i	i	i
CN(CC(=O)Nc1ccc(F)c(F)c1F)C(=O)c1cc(-c2ccncc2)nc2ccccc12	i	i	i	i	i	i	i	i	i	i	i
O=C(Nc1cccc(S(=O)(=O)Nc2ccccc2Cl)c1)c1ccc(Cl)nc1	i	i	i	i	i	i	i	i	i	i	i
O=C(NCCN1CCCCC1)Nc1ccccc1	i	i	i	i	i	i	i	i	i	i	i
COc1ccc2cc(/C=N/NC(=O)CN(c3ccccc3)S(=O)(=O)c3ccccc3)c(Cl)nc2c1	i	/	i	i	i	i	i	i	i	i	i
